Screening data (PubChem)
NADH coupling: inhibitors of PK/LDH coupling enzymes, profiling panel, artefact control, biochemical, MLSMR library. coupled PK/LDH NADH assays, four targets. IC50, µM (top dose mostly 10 µM), for the others: top-dose inhibition. 65,000 compounds, 0.02% hits. AID 774, 2007;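 active = single-dose screening hits from any of four coupled enzyme assays that gave an IC50 when retested across doses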;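 note: the DPM-DC format reads NADH fluorescence rather than 340 nm absorbance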
Autofluor 339: intrinsic fluorescence of library compounds, ex339/em460 – biochemical, MLSMR library, data from DPM-DC assay, artefact control, profiling panel | 65,000 compounds, 5.5% hits | fluorescence fold increase at 10 µM | compound autofluorescence, ex339/em460 nm, NADH buffer; active compounds read high; 1 = no-compound wells, NADH background;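 active = at 10 µM, mean starting fluorescence two-fold or more over control wells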;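 note: signal is the first read of a kinetic run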
MMP13 inh: human MMP13 inhibitors, primary screen, biochemical, FRET peptide cleavage; Collagenase 3 (Homo sapiens), P45452; inhibition, % at 4 µM; MMP-13 fTHP FRET cleavage, Mca fluorescence; 65,000 compounds, 0.07% hits;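 active = inhibition above the mean of compound-free control plate wells plus 3 SD, cut at about 14% in these data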;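 note: 0% = DMSO wells and 100% = wells with reference MMP-13 inhibitor after basal subtraction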
5-HT1A blocker: human 5-HT1a receptor antagonists, primary screen, cell-based, CHO, Ga15 NFAT-bla reporter. 62,000 compounds, 0.68% hits. 5-hydroxytryptamine receptor 1A (Homo sapiens), P08908. CHO 5-HT1a Ga15 NFAT-bla reporter, antagonist mode. inhibition, % at 10 µM;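 active = inhibition above the mean of all tested compounds plus 3 SD, cut at about 43% in these data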;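 note: receptor stimulated by 5-CT agonist at 100 nM near EC80; beta-lactamase reporter measured by ratiometric fluorescence of a cleavable substrate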
RORa activator: activators of orphan receptor RORA, primary screen, cell-based, luminescence; CHO-K1 Gal4-RORA LBD luciferase reporter; percent increase over mock-subtracted basal signal; 65,000 compounds, 1.5% hits; Nuclear receptor ROR-alpha (Homo sapiens), P35398; activation, % at 10 µM; AID 560, 2006;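 active = activation above the mean of all tested compounds plus 3 SD, cut at about 49% in these data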;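 note: 0% = DMSO-treated RORA cells and 100% = added signal equal to DMSO minus mock-transfected cells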
Target sequence (P35398 whole entry, looked up, the tested form may be a part): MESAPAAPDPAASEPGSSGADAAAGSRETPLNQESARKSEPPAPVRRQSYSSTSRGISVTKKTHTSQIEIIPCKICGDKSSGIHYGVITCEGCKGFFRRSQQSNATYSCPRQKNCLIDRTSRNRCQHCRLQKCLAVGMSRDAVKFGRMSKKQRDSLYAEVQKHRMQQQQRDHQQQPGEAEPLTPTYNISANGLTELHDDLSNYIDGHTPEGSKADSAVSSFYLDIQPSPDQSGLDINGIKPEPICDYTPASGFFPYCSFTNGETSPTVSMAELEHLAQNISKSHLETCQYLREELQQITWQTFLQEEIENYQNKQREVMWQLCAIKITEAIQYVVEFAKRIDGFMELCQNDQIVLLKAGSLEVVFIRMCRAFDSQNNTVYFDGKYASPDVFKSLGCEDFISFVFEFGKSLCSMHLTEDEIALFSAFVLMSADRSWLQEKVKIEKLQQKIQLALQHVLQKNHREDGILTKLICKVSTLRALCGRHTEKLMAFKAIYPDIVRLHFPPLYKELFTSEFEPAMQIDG
SF-1 act: activators of human SF-1, primary screen, cell-based, CHO-K1, Gal4-SF-1 LBD, luciferase luminescence; Steroidogenic factor 1 (Homo sapiens), Q13285; CHO-K1 Gal4-SF-1 LBD luciferase reporter; % increase over DMSO SF-1-specific signal; activation, % at 10 µM; 65,000 compounds, 1.9% hits;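 active = activation above the mean activation of all tested compounds plus 3 SD, cut at about 50% in these data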
Target sequence (Q13285 whole entry, looked up, the tested form may be a part): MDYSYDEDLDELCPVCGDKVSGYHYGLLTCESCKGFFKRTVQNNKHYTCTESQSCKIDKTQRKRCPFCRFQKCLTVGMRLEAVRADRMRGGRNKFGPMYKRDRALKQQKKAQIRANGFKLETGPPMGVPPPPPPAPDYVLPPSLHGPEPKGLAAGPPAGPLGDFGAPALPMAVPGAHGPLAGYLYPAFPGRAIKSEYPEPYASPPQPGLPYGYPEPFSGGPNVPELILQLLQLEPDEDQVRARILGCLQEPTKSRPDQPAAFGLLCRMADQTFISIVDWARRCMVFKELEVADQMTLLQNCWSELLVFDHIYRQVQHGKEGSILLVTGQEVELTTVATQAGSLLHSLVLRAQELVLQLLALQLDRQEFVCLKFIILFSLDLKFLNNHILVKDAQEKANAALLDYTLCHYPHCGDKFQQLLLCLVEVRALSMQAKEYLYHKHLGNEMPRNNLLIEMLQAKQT
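Assay system – CHO-K1 cells with Gal4–hSF-1 LBD chimera plus Gal4-driven luciferase · Quantity – 4,000 cells per well · Times – compound added 1 h post-seeding, 20 h exposure at 37 °C, 5% CO2 · Measured by – luciferase light emission · Benchmarks – DMSO and mock-transfected background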
TNAP act DEA: human TNAP enzyme activators, primary screen, biochemical, luminescent, intermediate phosphate acceptor level; Alkaline phosphatase, tissue-nonspecific isozyme (Homo sapiens), P05186; 64,000 tested, under 10 active; activation factor at 20 µM; purified TNAP, CDP-star luminescence, 100 mM DEA, 30 min; active compounds read high; scale: 0 levamisole-inhibited, 1 vehicle-only enzyme;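 active = activation factor of at least 2 at 20 µM, relative to controls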
A340 absorber: compound light absorbance at 340 nm, profiling panel, artefact control, biochemical, MLSMR library, data from PS, PMK, MK assays; compound absorbance at 340 nm, fold over control; fold change at 10 µM; 65,000 tested, under 10 active; AID 708, 2007;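 active = at 10 µM dose, initial 340 nm absorbance at least 2 fold that of control wells; inactive = change under 2 fold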;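 note: initial absorbance extrapolated from kinetic A340 decline of NADH oxidation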
5HT1a ag: human 5-HT1a receptor agonists, primary screen, cell-based, CHO, Ga15 NFAT-bla reporter. CHO 5-HT1a Ga15 NFAT-bla reporter, FRET ratio; 0% basal, 100% maximal reference agonist. activation, % at 10 µM. 65,000 compounds, 0.56% hits. AID 567, 2006;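 active = activation above the screen-wide mean activation plus 3 SD, cut at about 19% in these data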;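 note: 0% = DMSO wells and 100% = 5-CT at EC100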
Numbers without * were called inactive; [ ] = dose if it differs, or a comment.

`CC(C)CC(=O)Nc1ccccc1-c1nnn(CC(=O)N2CCOCC2)n1` gave NADH coupling 2%, Autofluor 339 1, MMP13 inh 0, 5-HT1A blocker -3, RORa activator -2, SF-1 act 3, TNAP act DEA 0.9, A340 absorber 0.99 and 5HT1a ag -1.4.
For COC(=O)c1cc(OC)c(OC)cc1NC(=O)CCC1CCCC1 the results were NADH coupling 2%, Autofluor 339 1.2, MMP13 inh -11, 5-HT1A blocker -2, RORa activator -1, SF-1 act 2, TNAP act DEA 0.8, A340 absorber 1 and 5HT1a ag -1.9.
COc1ccc(OC)c(CNC(=O)CCNC(=O)Cn2ccc3ccccc3c2=O)c1 was read as NADH coupling 9%, Autofluor 339 1.2, MMP13 inh -5, 5-HT1A blocker -9, RORa activator 5, SF-1 act -1, TNAP act DEA 0.8, A340 absorber 1.1 and 5HT1a ag -1.3.
Screening COc1ccc(C(=O)CSc2nc(C)cc(=O)[nH]2)cc1 returned NADH coupling 2%, Autofluor 339 1, MMP13 inh -10, 5-HT1A blocker 6, RORa activator -12, SF-1 act -14, TNAP act DEA 1, A340 absorber 0.97 and 5HT1a ag 0.4.
Screening CC(c1ccccc1)C1C(C#N)=C(N)OC2=C1C(=O)CC(C)(C)C2 (configuration not stated) returned NADH coupling 9%, Autofluor 339 1, MMP13 inh -3, 5-HT1A blocker 4, RORa activator -19, SF-1 act -12, TNAP act DEA 0.8, A340 absorber 1 and 5HT1a ag 1.0.
Cc1cc(N(C)C)nc(SC(C)C)n1 was read as NADH coupling 2%, Autofluor 339 1, MMP13 inh -2, 5-HT1A blocker -11, RORa activator 4, SF-1 act 3, TNAP act DEA 1, A340 absorber 0.96 and 5HT1a ag 1.0.
COC(=O)CN(c1ccccc1F)S(=O)(=O)c1ccccc1 was read as NADH coupling 3%, Autofluor 339 1.2, MMP13 inh -3, 5-HT1A blocker -13, RORa activator -4, SF-1 act 6, TNAP act DEA 1, A340 absorber 1 and 5HT1a ag 0.4.
For CC(=O)c1sc(NC(=O)c2ccco2)nc1-c1ccccc1 the results were NADH coupling 3%, Autofluor 339 1, MMP13 inh 5, 5-HT1A blocker 1, RORa activator 40, SF-1 act 70*, TNAP act DEA 0.9, A340 absorber 1.1 and 5HT1a ag -0.7.
`O=C(O)CSc1nnc(-c2ccncc2)n1CCc1ccccc1` gave NADH coupling 6%, Autofluor 339 1.1, MMP13 inh 2, 5-HT1A blocker -1, RORa activator 3, SF-1 act -1, TNAP act DEA 0.9, A340 absorber 1 and 5HT1a ag -3.3.
For Cc1ccc(C)n1/N=C1/NC(=O)CS1 the results were NADH coupling 9%, Autofluor 339 1.1, MMP13 inh 4, 5-HT1A blocker -18, RORa activator -10, SF-1 act -2, TNAP act DEA 0.9, A340 absorber 1 and 5HT1a ag -0.6.
Screening CN(Cc1nc(-c2ccncc2)no1)S(=O)(=O)c1ccc(Br)cc1 returned NADH coupling 2%, Autofluor 339 1, MMP13 inh 6, 5-HT1A blocker 3, RORa activator 3, SF-1 act 3, TNAP act DEA 0.8, A340 absorber 0.98 and 5HT1a ag -1.0.
`CCCCOc1ccc(-c2nnc(-c3ccncc3)o2)cc1` gave NADH coupling 14%, Autofluor 339 3*, MMP13 inh -115[fluorescence artefact?], 5-HT1A blocker -15, RORa activator 59*, SF-1 act 39, TNAP act DEA 0.9, A340 absorber 1 and 5HT1a ag -1.8.
For c1ccc(-n2nnnc2N2CCOCC2)cc1 the results were NADH coupling 4%, Autofluor 339 1, MMP13 inh 1, 5-HT1A blocker -6, RORa activator -2, SF-1 act -1, TNAP act DEA 0.9, A340 absorber 1 and 5HT1a ag -0.9.
For CCOc1ccc(C2CC(=O)NC(SCC(=O)OC)=C2C#N)cc1 (configuration not stated) the results were NADH coupling 3%, Autofluor 339 1.1, MMP13 inh 2, 5-HT1A blocker -17, RORa activator 4, SF-1 act -14, TNAP act DEA 0.9, A340 absorber 1 and 5HT1a ag -3.6.
Screening CCOC(=O)c1cccc(NC(=O)CSc2nnc(C3CCCCC3)n2C)c1 returned NADH coupling 1%, Autofluor 339 1.1, MMP13 inh 6, 5-HT1A blocker -6, RORa activator 11, SF-1 act -2, TNAP act DEA 0.8, A340 absorber 0.99 and 5HT1a ag -2.9.
For O=C(NCCCN1CCOCC1)c1cc(-c2ccc(Cl)cc2)on1 the results were NADH coupling 4%, Autofluor 339 1, MMP13 inh 2, 5-HT1A blocker -12, RORa activator -10, SF-1 act -2, TNAP act DEA 0.9, A340 absorber 0.99 and 5HT1a ag -3.9.
`CCn1c(=O)cc(SCC(=O)NCc2cccnc2)c2ccccc21` gave NADH coupling 4%, Autofluor 339 1.4, MMP13 inh -2, 5-HT1A blocker -1, RORa activator -2, SF-1 act -7, TNAP act DEA 0.9, A340 absorber 1 and 5HT1a ag -2.5.
Screening O=C(NCc1ccccc1)N[C@@H](Cc1c[nH]c2ccccc12)C(=O)O returned NADH coupling 9%, Autofluor 339 1, MMP13 inh 5, 5-HT1A blocker -5, RORa activator -2, SF-1 act -4, TNAP act DEA 0.9, A340 absorber 1 and 5HT1a ag -3.4.
`Cc1cc(C(=O)COC(=O)C2COc3ccccc3O2)c(C)n1CC1CCCO1` (configuration not stated) gave NADH coupling 3%, Autofluor 339 1, MMP13 inh -3, 5-HT1A blocker -3, RORa activator -3, SF-1 act -2, TNAP act DEA 0.9, A340 absorber 1 and 5HT1a ag -3.6.
`CCOC(=O)Oc1ccc2oc(=O)cc(C)c2c1` gave NADH coupling 4%, Autofluor 339 1.1, MMP13 inh -5, 5-HT1A blocker -11, RORa activator 12, SF-1 act 25, TNAP act DEA 1, A340 absorber 1 and 5HT1a ag -1.0.
Screening O=c1cc(-c2ccccc2)c2c([nH]1)CCCC2 returned NADH coupling 6%, Autofluor 339 1.2, MMP13 inh -4, 5-HT1A blocker 17, RORa activator -27, SF-1 act -11, TNAP act DEA 1, A340 absorber 1 and 5HT1a ag -0.9.
Cc1cnn(C(=O)c2ccccc2Br)c1 was read as NADH coupling 4%, Autofluor 339 1.1, MMP13 inh 2, 5-HT1A blocker -7, RORa activator -19, SF-1 act 1, TNAP act DEA 1, A340 absorber 1 and 5HT1a ag -2.6.
`O=C(Nc1ccc(N2CCN(Cc3ccccc3)CC2)cc1)c1ncn[nH]1` gave NADH coupling 7%, Autofluor 339 1.1, MMP13 inh 4, 5-HT1A blocker -8, RORa activator 4, SF-1 act 7, TNAP act DEA 1.1, A340 absorber 1.1 and 5HT1a ag -0.9.
Screening CCOC(=O)C1CCCN(c2c(NCCN(C)Cc3ccccc3)c(=O)c2=O)C1 (configuration not stated) returned NADH coupling 3%, Autofluor 339 1, MMP13 inh 1, 5-HT1A blocker -6, RORa activator 3, SF-1 act -4, TNAP act DEA 0.9, A340 absorber 1.1 and 5HT1a ag -3.3.
Screening CCOC(=O)c1c(NC(=O)CSc2n[nH]c(N)n2)sc(CC)c1C returned NADH coupling 4%, Autofluor 339 1.1, MMP13 inh 4, 5-HT1A blocker -20, RORa activator 8, SF-1 act -6, TNAP act DEA 1.1, A340 absorber 1 and 5HT1a ag 2.9.
For CCOCCOC(=O)C1=C(C)Nc2ccc(C)cc2S1 the results were NADH coupling 6%, Autofluor 339 1.1, MMP13 inh 6, 5-HT1A blocker -5, RORa activator 13, SF-1 act -4, TNAP act DEA 0.9, A340 absorber 1 and 5HT1a ag -3.8.
`CCOc1ccc(C2C(C#N)=C(N)SC(N)=C2C#N)cc1OC` gave NADH coupling 3%, Autofluor 339 1.1, MMP13 inh -8, RORa activator -18, SF-1 act -4, TNAP act DEA 0.9, A340 absorber 1.1 and 5HT1a ag 0.0.
`Cc1nn(-c2ccccn2)c(C)c1Oc1ccccc1O` gave NADH coupling 6%, Autofluor 339 1.1, MMP13 inh 0, 5-HT1A blocker 4, RORa activator 0, SF-1 act 6, TNAP act DEA 1, A340 absorber 0.98 and 5HT1a ag -1.8.
`COc1ccc(-c2nc3n(n2)C(c2cccnc2)C(C(N)=O)=C(C)N3)cc1` (configuration not stated) gave NADH coupling 5%, Autofluor 339 1, MMP13 inh -2, 5-HT1A blocker -6, RORa activator 1, SF-1 act 5, TNAP act DEA 0.9, A340 absorber 0.97 and 5HT1a ag 0.9.
For CC(=O)Nc1ccc2nc(C3CCCCC3)[nH]c2c1 the results were NADH coupling 2%, Autofluor 339 1.2, MMP13 inh 2, 5-HT1A blocker 14, RORa activator 5, SF-1 act 28, TNAP act DEA 1, A340 absorber 1 and 5HT1a ag -5.3.
O=C(c1cc2sccc2n1Cc1ccccc1)N1CCc2ccccc21 was read as NADH coupling 2%, Autofluor 339 1, MMP13 inh 4, 5-HT1A blocker 37, RORa activator -19, SF-1 act -9, TNAP act DEA 0.9, A340 absorber 1.1 and 5HT1a ag 3.0.
`Cc1ccc(C)n1NC(=O)c1ccccc1Cl` gave NADH coupling 9%, Autofluor 339 1.1, MMP13 inh 1, 5-HT1A blocker 5, RORa activator -17, SF-1 act 2, TNAP act DEA 1, A340 absorber 1 and 5HT1a ag 0.2.
N#Cc1ccsc1NC(=O)COC(=O)CCCSc1nc2ccccc2s1 was read as NADH coupling 6%, Autofluor 339 1, MMP13 inh -3, 5-HT1A blocker 7, RORa activator -30, SF-1 act -6, TNAP act DEA 0.9, A340 absorber 1 and 5HT1a ag -3.3.

A stretch from the list above:
For O=C(NCCCN1CCOCC1)c1cc(-c2ccc(Cl)cc2)on1 the results were NADH coupling 4%, Autofluor 339 1, MMP13 inh 2, 5-HT1A blocker -12, RORa activator -10, SF-1 act -2, TNAP act DEA 0.9, A340 absorber 0.99 and 5HT1a ag -3.9.
`CCn1c(=O)cc(SCC(=O)NCc2cccnc2)c2ccccc21` gave NADH coupling 4%, Autofluor 339 1.4, MMP13 inh -2, 5-HT1A blocker -1, RORa activator -2, SF-1 act -7, TNAP act DEA 0.9, A340 absorber 1 and 5HT1a ag -2.5.
Screening O=C(NCc1ccccc1)N[C@@H](Cc1c[nH]c2ccccc12)C(=O)O returned NADH coupling 9%, Autofluor 339 1, MMP13 inh 5, 5-HT1A blocker -5, RORa activator -2, SF-1 act -4, TNAP act DEA 0.9, A340 absorber 1 and 5HT1a ag -3.4.
`Cc1cc(C(=O)COC(=O)C2COc3ccccc3O2)c(C)n1CC1CCCO1` (configuration not stated) gave NADH coupling 3%, Autofluor 339 1, MMP13 inh -3, 5-HT1A blocker -3, RORa activator -3, SF-1 act -2, TNAP act DEA 0.9, A340 absorber 1 and 5HT1a ag -3.6.
`CCOC(=O)Oc1ccc2oc(=O)cc(C)c2c1` gave NADH coupling 4%, Autofluor 339 1.1, MMP13 inh -5, 5-HT1A blocker -11, RORa activator 12, SF-1 act 25, TNAP act DEA 1, A340 absorber 1 and 5HT1a ag -1.0.
